MBNL1-CUG inh = blocks human MBNL1 binding to CUG repeat RNA; Q9NR56; TR-FRET MBNL1-His/biotin-(CUG)12 binding, 665/545 ratio; Potency, µM (series often up to 57.5 µM), for the others: at the top dose activity change, negative = inhibition, usual class: inhibitors; 0.036% of 280,000 active; AID 2675; active means well fitted inhibition curve with a large enough effect in the signal ratio, with a control signal flat, not every such curve was filed as active; inconclusive means small, poorly fitted or top-dose-only effect, or effect the other way, or a change in a side signal; inactive means no such curve, though single readings can be large or run the other way; the % refers to the signal ratio; further: on the % scale 0 is the no-effect control and ±100 the full control effect
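MBNL1-His + Biotin-(CUG)12, cpd titration 92 nM–58 uM; Tb anti-His Ab 0.055 ng/ul, SA-XL665 5 nM (final); 60 min RT; ratiometric 665/545 nm, Ex 340 nm; normalized to buffer and full-complex controls.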
p53 reactivator = mutant p53 re-activation in reporter cells; Potency, µM (series often up to 92.2 µM), without a hit: top-dose activity change, positive = activation, most hits filed as activators; AID 504706; 0.063% of 320,000 active; H1299 p53-A138V BP100-luciferase reporter, luminescence, 24 h; further: % of control where 0% means no effect; nearly all actives have a fitted effect of over 45% in size
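p53-null H1299 cells stably carrying temperature-sensitive p53-A138V and a BP100-luciferase reporter were pinned with compounds (4-point, 1:5 series) and held 24 hrs at 37 deg C. Luminescence was read 10 min after detection reagent.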
RORgamma inh = blocks mouse ROR gamma transcriptional activity | P51450 | Drosophila S2 Gal4-RORgamma UAS-luciferase reporter, 20 h | Potency, µM (series often up to 53.6 µM), for inactives: top-dose activity change, negative = inhibition, most hits filed as inhibitors | 5.4% of 310,000 active | AID 2551; further: on the % scale 0 is the no-effect control and ±100 the full control effect; nearly all actives have a fitted effect of over 60% in size
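Luciferase reporter read in Schneider cells carrying Gal4-RORγ (mouse) and UAS-Photinus luciferase; cells given compound 1 h before 700 uM copper sulfate induction, then incubated 20 h at ambient temperature.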
uPA generation = inhibitors of cell surface uPA generation; cell surface uPA generation assay, qHTS; Potency, µM (titrated, usually from 38.3 µM), without a hit: at the top dose activity change, negative = inhibition, usual class: inhibitors; 0.31% of 330,000 active; active means well fitted inhibition curve with a large enough effect; inconclusive means small, poorly fitted or top-dose-only effect; inactive means no such curve, though single readings can be large or run the other way; tested in mouse RAW 264.7 cells; further: on the % scale 0 is the no-effect control and ±100 the full control effect; nearly all actives have a fitted effect of over 55% in size
ELG1 genotoxic = induces genotoxicity in HEK293T cells with luciferase-tagged ELG1; HEK293T ELG1-luciferase reporter, luminescence, 16 h; Potency, µM (highest dose often 46 µM), for inactives: top-dose activity change, positive = activation, most hits filed as activators; 1.3% of 330,000 active; AID 504466; further: % of control where 0% means no effect; nearly all actives have a fitted effect of over 60% in size
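Reporter readout depends on ELG1 protein level, which increases with genetic stress. After 16 hr compound exposure at 37 °C, luciferase activity was quantified using ONE-Glo.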
MLL CXXC-DNA inh = inhibitors of human MLL CXXC domain-DNA interaction | Q03164 | MLL-CXXC / FITC-HOXA9 DNA fluorescence polarization | Potency, µM (series often up to 115 µM), for inactives: top-dose activity change, negative = inhibition, usual class: inhibitors | 0.037% of 290,000 active; active means well fitted inhibition curve with a large enough effect in the polarisation, with a control signal flat, not every such curve was filed as active; inconclusive means small, poorly fitted or top-dose-only effect, or effect the other way, or a change in a side signal; inactive means no such curve, though single readings can be large or run the other way; the % refers to the polarisation
Target sequence (Q03164 whole entry, looked up, the tested form may be a part): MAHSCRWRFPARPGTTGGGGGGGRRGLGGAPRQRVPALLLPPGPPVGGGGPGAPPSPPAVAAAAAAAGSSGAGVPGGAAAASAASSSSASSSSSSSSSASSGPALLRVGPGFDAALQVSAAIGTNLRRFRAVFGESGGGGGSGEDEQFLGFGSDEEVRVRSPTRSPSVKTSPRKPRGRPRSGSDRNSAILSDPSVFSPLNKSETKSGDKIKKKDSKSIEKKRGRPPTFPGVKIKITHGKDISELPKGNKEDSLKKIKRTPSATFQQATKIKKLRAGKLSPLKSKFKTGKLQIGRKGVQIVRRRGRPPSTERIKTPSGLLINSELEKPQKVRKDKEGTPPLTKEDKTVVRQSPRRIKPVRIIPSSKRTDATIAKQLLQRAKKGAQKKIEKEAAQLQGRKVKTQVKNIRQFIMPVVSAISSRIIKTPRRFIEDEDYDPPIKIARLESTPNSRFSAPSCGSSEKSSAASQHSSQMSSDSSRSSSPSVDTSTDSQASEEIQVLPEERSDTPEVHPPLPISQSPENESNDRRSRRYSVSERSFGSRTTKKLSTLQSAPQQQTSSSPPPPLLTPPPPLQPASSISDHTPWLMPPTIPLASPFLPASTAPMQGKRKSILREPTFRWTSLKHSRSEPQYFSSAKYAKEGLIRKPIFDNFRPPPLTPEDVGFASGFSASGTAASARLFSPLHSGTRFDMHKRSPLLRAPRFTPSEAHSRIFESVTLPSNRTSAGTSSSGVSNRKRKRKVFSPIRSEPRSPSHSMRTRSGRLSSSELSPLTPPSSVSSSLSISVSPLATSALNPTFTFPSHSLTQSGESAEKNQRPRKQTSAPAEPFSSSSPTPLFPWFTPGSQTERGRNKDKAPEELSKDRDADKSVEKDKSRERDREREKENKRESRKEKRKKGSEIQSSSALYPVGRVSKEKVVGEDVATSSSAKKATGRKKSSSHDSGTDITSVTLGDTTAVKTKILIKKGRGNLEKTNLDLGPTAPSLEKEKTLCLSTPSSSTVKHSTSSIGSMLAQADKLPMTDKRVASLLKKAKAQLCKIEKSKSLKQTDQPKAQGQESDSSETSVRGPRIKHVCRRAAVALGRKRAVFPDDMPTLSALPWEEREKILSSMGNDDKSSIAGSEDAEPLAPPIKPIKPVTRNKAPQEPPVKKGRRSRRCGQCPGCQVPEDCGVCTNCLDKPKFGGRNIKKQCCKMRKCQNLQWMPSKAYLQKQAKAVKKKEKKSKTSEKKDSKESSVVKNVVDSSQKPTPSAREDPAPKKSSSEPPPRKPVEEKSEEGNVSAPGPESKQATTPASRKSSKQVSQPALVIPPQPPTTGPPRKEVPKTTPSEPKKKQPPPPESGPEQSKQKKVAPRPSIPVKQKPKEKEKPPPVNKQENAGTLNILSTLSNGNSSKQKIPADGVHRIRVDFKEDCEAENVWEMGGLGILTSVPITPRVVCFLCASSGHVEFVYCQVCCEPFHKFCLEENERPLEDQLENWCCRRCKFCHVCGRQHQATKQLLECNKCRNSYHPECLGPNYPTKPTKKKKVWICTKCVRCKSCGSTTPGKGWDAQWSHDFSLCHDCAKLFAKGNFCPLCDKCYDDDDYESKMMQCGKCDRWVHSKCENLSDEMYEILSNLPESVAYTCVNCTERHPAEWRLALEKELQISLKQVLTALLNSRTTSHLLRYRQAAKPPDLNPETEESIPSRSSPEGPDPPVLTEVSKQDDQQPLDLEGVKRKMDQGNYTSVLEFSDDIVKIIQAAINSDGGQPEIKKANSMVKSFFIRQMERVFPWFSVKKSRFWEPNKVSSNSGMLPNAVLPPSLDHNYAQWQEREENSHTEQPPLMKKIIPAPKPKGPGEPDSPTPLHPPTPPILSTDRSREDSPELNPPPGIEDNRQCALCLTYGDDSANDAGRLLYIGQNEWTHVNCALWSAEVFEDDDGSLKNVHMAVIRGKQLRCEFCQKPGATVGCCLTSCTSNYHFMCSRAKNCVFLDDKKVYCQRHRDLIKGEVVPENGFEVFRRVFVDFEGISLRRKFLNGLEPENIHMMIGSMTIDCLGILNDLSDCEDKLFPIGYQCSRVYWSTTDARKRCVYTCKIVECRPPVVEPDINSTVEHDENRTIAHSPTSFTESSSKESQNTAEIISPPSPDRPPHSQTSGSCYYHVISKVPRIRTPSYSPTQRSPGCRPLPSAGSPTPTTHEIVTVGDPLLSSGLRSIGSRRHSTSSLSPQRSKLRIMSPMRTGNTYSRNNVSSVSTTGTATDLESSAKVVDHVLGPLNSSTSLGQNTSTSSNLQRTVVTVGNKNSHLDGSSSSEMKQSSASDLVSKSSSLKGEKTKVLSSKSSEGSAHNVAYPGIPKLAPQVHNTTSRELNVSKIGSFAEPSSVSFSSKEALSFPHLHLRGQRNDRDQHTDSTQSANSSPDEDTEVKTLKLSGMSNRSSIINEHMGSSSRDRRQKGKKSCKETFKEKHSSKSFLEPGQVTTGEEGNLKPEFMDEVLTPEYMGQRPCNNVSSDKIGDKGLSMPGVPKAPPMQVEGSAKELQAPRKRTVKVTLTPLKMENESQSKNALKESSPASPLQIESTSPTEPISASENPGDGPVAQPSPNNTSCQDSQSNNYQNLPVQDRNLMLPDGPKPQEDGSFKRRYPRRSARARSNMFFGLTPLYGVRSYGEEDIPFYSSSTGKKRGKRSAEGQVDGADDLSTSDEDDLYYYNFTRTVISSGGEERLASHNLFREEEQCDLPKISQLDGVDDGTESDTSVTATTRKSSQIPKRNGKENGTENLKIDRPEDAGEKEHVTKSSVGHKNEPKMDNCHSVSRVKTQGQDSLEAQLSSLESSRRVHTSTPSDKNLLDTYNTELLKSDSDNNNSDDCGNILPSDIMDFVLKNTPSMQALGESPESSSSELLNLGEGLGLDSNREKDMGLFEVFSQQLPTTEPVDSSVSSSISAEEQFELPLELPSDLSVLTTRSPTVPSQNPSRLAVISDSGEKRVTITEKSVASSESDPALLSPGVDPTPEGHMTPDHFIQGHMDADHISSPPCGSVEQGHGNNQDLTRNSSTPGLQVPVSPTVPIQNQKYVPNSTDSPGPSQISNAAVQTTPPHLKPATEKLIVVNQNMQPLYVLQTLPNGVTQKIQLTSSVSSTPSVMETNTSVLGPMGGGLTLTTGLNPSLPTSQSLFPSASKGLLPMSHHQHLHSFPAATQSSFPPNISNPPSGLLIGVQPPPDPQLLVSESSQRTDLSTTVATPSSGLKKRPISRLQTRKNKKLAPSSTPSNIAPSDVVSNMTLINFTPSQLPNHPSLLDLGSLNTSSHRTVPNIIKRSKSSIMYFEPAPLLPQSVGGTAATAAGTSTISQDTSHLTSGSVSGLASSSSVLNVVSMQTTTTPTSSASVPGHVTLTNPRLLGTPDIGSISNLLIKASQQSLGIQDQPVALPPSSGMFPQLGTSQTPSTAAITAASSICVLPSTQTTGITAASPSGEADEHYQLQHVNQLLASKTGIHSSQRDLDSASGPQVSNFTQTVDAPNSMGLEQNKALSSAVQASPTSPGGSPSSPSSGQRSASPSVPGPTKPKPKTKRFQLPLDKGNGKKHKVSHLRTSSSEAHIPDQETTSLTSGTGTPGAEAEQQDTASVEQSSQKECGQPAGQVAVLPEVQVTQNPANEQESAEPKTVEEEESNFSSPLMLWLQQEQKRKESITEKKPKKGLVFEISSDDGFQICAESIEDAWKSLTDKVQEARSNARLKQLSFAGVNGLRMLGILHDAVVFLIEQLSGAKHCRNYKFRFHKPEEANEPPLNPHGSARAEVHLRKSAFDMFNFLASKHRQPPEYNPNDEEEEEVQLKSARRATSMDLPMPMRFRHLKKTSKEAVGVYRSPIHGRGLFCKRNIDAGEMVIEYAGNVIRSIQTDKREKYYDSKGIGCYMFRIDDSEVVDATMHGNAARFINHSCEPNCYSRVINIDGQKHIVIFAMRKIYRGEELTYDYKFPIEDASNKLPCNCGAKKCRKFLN
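Fluorescence polarization: 7 uM MLL-CXXC (stock) preincubated 5 min with compounds, then 50 nM fluorescein-HOX-A9 DNA (stock) added; 30 min ambient. Buffer 50 mM Tris-HCl pH 7.5, 50 mM NaCl, 1 mM DTT, 0.05% BSA.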
Rab9 promoter act = activates the Rab9 promoter; Huh7 Rab9 promoter-luciferase reporter, luminescence, 24 h; Potency, µM (series often up to 9.22 µM), without a hit: top-dose activation, negative = inhibition, actives largely listed as activators; 2.8% of 320,000 active; further: % of control where 0% means no effect; nearly all actives have a fitted effect of over 60% in size
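Promoter activation is measured as luciferase luminescence in Huh7 cells stably transfected with a Rab9 promoter–luciferase construct, following 24 h compound exposure at 37 °C and 10 min reagent incubation at ambient temperature.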
Gal4-VP16 FLuc = Gal4-VP16 reporter inhibition counter-screen. Drosophila S2 Gal4-VP16 UAS-luciferase, luminescence, 20 h. Potency, µM (highest dose often 53.6 µM), for the others: top-dose activity, negative = inhibition, hits mostly inhibitors. 3.5% of 310,000 active;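 further: Gal4-VP16 expression switched on by copper sulfate through the metallothionein promoter; on the % scale 0 is the no-effect control and ±100 the full control effect; nearly all actives have a fitted effect of over 50% in size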
BRCA1 expr up = activators of BRCA1 expression; 1.1% of 380,000 active; MCF7-BRCA1-FFLuc reporter, luminescence, 48 h; response scale: scaled: vehicle 0%, 10 µM genistein 100%; Potency, µM (top dose mostly 46.1 µM), for the others: at the top dose activation, hits mostly activators; AID 624202; further: nearly all actives have a fitted effect of over 80% in size; some results filed as inactive show a strong effect at the top dose
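Reporter cells (MCF7, BRCA1 promoter-firefly luciferase) received library compounds across a concentration series for 48 h. End-point luminescence was measured and concentration-effect curves derived after normalization.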
FLuc counter = firefly luciferase modulation, counter-screen for miR-21 project | P08659 | AID 588342 | purified FLuc, Km substrates, luminescence inhibition | Potency, µM (doses to about 57.5 µM), for the others: top-dose activity change, negative = inhibition, actives largely listed as inhibitors | 6.9% of 360,000 active;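 further: plate controls were vehicle for no effect and reference inhibitor for full effect; nearly all actives have a fitted effect of over 55% in size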
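Biochemical qHTS of compounds, final roughly 60 µM downward over six points, against 10 nM purified firefly luciferase using Km concentrations of substrates (10 uM D-luciferin, 10 uM ATP) in Tris acetate pH 7.5 buffer; luminescence output.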
NPC1 prom act = activates the NPC1 promoter. AID 485313. Potency, µM (highest dose often 9.22 µM), for inactives: at the top dose activation, usual class: activators. Huh7 NPC1 promoter luciferase reporter, 24 h. 2.4% of 320,000 active;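 further: % of control where 0% means no effect; nearly all actives have a fitted effect of over 60% in size; reporter is driven by a mutant NPC1 promoter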
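Readout is luciferase luminescence, reflecting NPC1 promoter activation in stably transfected Huh7 cells after 24 h compound exposure at 37 °C in reduced-serum medium with 10% FBS.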
Numbers without * were called inactive; ? = inconclusive; nt = not tested or not shown; [ ] = dose if it differs, or a comment. Unless noted, the call rests on the fitted dose curve; in most records, active means well fitted curve in the direction sought with a large enough effect; inconclusive means small, poorly fitted or top-dose-only effect, or another doubt; inactive means no such curve, though single readings can be large; an effect the other way counts as inactive or inconclusive. Potency means the concentration at half of the fitted maximal effect. An excerpt; the hit share may differ from the screen's.

SMILES	MBNL1-CUG inh	p53 reactivator	RORgamma inh	uPA generation	ELG1 genotoxic	MLL CXXC-DNA inh	Rab9 promoter act	Gal4-VP16 FLuc	BRCA1 expr up	FLuc counter	NPC1 prom act
O=C(Nc1ccc(F)cc1)c1cccc(NC(=O)C2C3CC4OC(=O)C2C4C3)c1 (configuration not stated)	-16%	-5%	0%	4%	-3%	-11%	2%	-7%	-3%	-10%	12%
O=C1C(=O)N(CCc2c[nH]c3ccccc23)C(c2cccnc2)/C1=C(/O)c1ccccc1 (configuration not stated)	?	6%	5%	nt	-1%	-3%	-3%	9%	nt	-4%	0%
N#CC1=C(S)N(c2ccccc2)C2(CCCCC2)NC1=O	-13%	?	13µM*	5%	-1%	-3%	-3%	?	-11%	?	1%
O=C1C(Cl)=C(N2CCCC2)C(=O)N1c1ccccc1F	?	nt	-45%[1.91 µM]	-17%	-2%	-10%	-2%	13%	-3%	1%	-7%
N#Cc1cnn(-c2ccccc2)c1NC(=O)CN1CCOCC1	5%	2%	25%	-4%	2%	0%	-8%	2%	-2%	4%	0%
CCOC(=O)C1CCN(C(=O)COC(=O)c2ccc([N+](=O)[O-])o2)CC1	nt	15%	nt	-6%	1%	nt	0%	nt	8%	4%	-2%
CN1CCN(NC(=O)c2cc(-c3ccc(Br)s3)nc3ccccc23)CC1	nt	-3%	-20%	6%	23%	38%[activator]	-1%	-19%	-40%	?	-5%
CC(=O)c1ccc(S(=O)(=O)NCCC(=O)OCC(=O)N(Cc2ccccc2)C(C)(C)C)cc1	nt	0%	nt	5%	1%	nt	-3%	nt	-10%	0%	-2%
O=S(=O)(c1ccc(F)c(F)c1)N1CCN(S(=O)(=O)c2cccs2)CC1	5%	4%	4%	2%	1%	5%	0%	5%	-17%	1%	1%
Cc1ccc2cc(C3CC(c4cccs4)=NN3S(C)(=O)=O)c(Cl)nc2c1 (configuration not stated)	nt	5%	19%	-15%	-1%	7%	0%	1%	1%	-13%	-1%
O=C(Nc1nnc(-c2ccncc2)o1)C1CCCCC1	-14%	-12%	10µM*	-2%	-1%	-6%	-7%	?	13%	0%	-2%
COc1ccc(NC(=S)N(CCC(C)C)C(C)c2ccncc2)cc1 (configuration not stated)	-5%	0%	?	10%	2%	2%	-1%	?	0%	-3%	1%
CC1(C)Cc2cccc(OCC(N)=O)c2O1	-4%	-3%	1%	-1%	2%	-3%	15%	-5%	-15%	2%	-2%
COc1ccc(C(=O)c2ccc([N+](=O)[O-])cc2Cl)cc1	?	12%	31%	-3%	0%	3%	-2%	24%	21%	-9%	-2%
CCOC(=O)CNC(=O)c1c(C)nn(-c2ccccc2)c1Cl	6%	24%	38%	-2%	5%	-1%	1%	7%	38%	2%	-4%
COc1ccc(NC(=O)CN(C)C(=O)c2cc(-c3cccs3)nn2-c2ccccc2)cc1	nt	-10%	nt	-1%	-8%	nt	5%	nt	-23%	2%	-1%
C=C(C)COc1ccc(-c2[nH]ncc2-c2ccc(Br)cc2)c(O)c1	12%	-23%	7.9µM*	-7%	-3%	12%	-18%	10µM*	-78%	-5%	-22%
CCCCCCc1nc2ccccc2c(=O)n1N	8%	?	24%	1%	7%	-6%	13%	?	40%	-1%	-1%
CCC(=O)Nc1ccc(NCc2cccs2)cc1	-8%	-2%	42%	0%	5%	-2%	15%	?	41%	-15%	3%
O=S(=O)(/N=C(/Nc1ccccc1)c1ccccc1O)c1ccccc1	-2%	5%	18%	-3%	3%	-7%	8%	-14%	33%	-11%	0%
CC1CCc2c(sc3nc(CN4CCOCC4)nc(NS(=O)(=O)c4cccc([N+](=O)[O-])c4)c23)C1 (configuration not stated)	17%	-13%	?	-5%	-11%	2%	-2%	6%	-15%	0%	1%
CCCCOC1(c2ccccc2)OC(=O)c2ccccc21 (configuration not stated)	7%	4%	-17%	-5%	1%	-21%	5%	-8%	1%	0%	5%
CCOC(=O)C1=C(C)NC(=O)NC1c1ccc(-c2ccc(Cl)cc2)o1 (configuration not stated)	-2%	0%	-21%	nt	-9%	2%	13%	-7%	-28%	2%	-5%
CCc1c(C)nc2cc(-c3cccs3)[nH]n2c1=O	4%	29%	-6%	0%	21µM*	4%	?	-3%	102%	17µM*	11%
O=C(N/C(=C/c1ccc(Br)cc1)C(=O)N1CCCC1)c1cccs1	-1%	0%	5%	1%	12%	5%	?	-13%	-26%	1%	-4%

Arranged by length of the SMILES (lowest first): part of the list above.
SMILES	MBNL1-CUG inh	p53 reactivator	RORgamma inh	uPA generation	ELG1 genotoxic	MLL CXXC-DNA inh	Rab9 promoter act	Gal4-VP16 FLuc	BRCA1 expr up	FLuc counter	NPC1 prom act
CCCCCCc1nc2ccccc2c(=O)n1N	8%	?	24%	1%	7%	-6%	13%	?	40%	-1%	-1%
CC1(C)Cc2cccc(OCC(N)=O)c2O1	-4%	-3%	1%	-1%	2%	-3%	15%	-5%	-15%	2%	-2%
CCCCOC1(c2ccccc2)OC(=O)c2ccccc21 (configuration not stated)	7%	4%	-17%	-5%	1%	-21%	5%	-8%	1%	0%	5%
O=C1C(Cl)=C(N2CCCC2)C(=O)N1c1ccccc1F	?	nt	-45%[1.91 µM]	-17%	-2%	-10%	-2%	13%	-3%	1%	-7%
CCOC(=O)CNC(=O)c1c(C)nn(-c2ccccc2)c1Cl	6%	24%	38%	-2%	5%	-1%	1%	7%	38%	2%	-4%
COc1ccc(NC(=S)N(CCC(C)C)C(C)c2ccncc2)cc1 (configuration not stated)	-5%	0%	?	10%	2%	2%	-1%	?	0%	-3%	1%
CCOC(=O)C1=C(C)NC(=O)NC1c1ccc(-c2ccc(Cl)cc2)o1 (configuration not stated)	-2%	0%	-21%	nt	-9%	2%	13%	-7%	-28%	2%	-5%
O=S(=O)(c1ccc(F)c(F)c1)N1CCN(S(=O)(=O)c2cccs2)CC1	5%	4%	4%	2%	1%	5%	0%	5%	-17%	1%	1%
CCOC(=O)C1CCN(C(=O)COC(=O)c2ccc([N+](=O)[O-])o2)CC1	nt	15%	nt	-6%	1%	nt	0%	nt	8%	4%	-2%
CC(=O)c1ccc(S(=O)(=O)NCCC(=O)OCC(=O)N(Cc2ccccc2)C(C)(C)C)cc1	nt	0%	nt	5%	1%	nt	-3%	nt	-10%	0%	-2%
CC1CCc2c(sc3nc(CN4CCOCC4)nc(NS(=O)(=O)c4cccc([N+](=O)[O-])c4)c23)C1 (configuration not stated)	17%	-13%	?	-5%	-11%	2%	-2%	6%	-15%	0%	1%

Remaining list, next part:
SMILES	MBNL1-CUG inh	p53 reactivator	RORgamma inh	uPA generation	ELG1 genotoxic	MLL CXXC-DNA inh	Rab9 promoter act	Gal4-VP16 FLuc	BRCA1 expr up	FLuc counter	NPC1 prom act
O=C1C2C3c4ccccc4C(c4ccccc43)C2c2nc3ccccc3n21 (configuration not stated)	-3%	-1%	-15%	0%	-3%	4%	-1%	-4%	-1%	2%	-2%
CC(Sc1nc2ccc(C(=O)c3ccccc3)cc2[nH]1)C(=O)O (configuration not stated)	-2%	-66%[inhibitor]	21%	-5%	0%	1%	-2%	1%	4%	?	1%
CN(C)S(=O)(=O)N1CCN(S(=O)(=O)c2ccc(F)cc2)CC1	0%	-1%	-4%	3%	2%	13%	0%	-3%	4%	4%	2%
Cc1ccc(C)c(NC(=O)CN(C)C(=O)c2cccc(S(=O)(=O)N3CCCC3)c2)c1	nt	2%	nt	-6%	0%	nt	-5%	nt	0%	-2%	-1%
CCOC(=O)c1ccc2c(c1)n(CC)c(/C=C/Nc1ccccc1)[n+]2CC	-4%	-4%	-3%	-12%	-5%	20%	-7%	-11%	-14%	-1%	1%
Fc1ccccc1CSCc1nc2ccccc2[nH]1	2%	16%	29%	-2%	?	23%	2.8µM*	20%	5.6µM*	17µM*	4µM*
CC1(C)CC(=O)C2=C(C1)Oc1ncn(CCCn3ccnc3)c(=N)c1C2c1ccccc1 (configuration not stated)	0%	-18%	22%	4%	-1%	-4%	-2%	-4%	-2%	1%	2%
Cc1ccc(C(=O)O/N=C/C2=C(Cl)c3ccccc3CC2)cc1	-3%	-1%	-25%	0%	0%	3%	1%	-4%	7%	24µM*	-3%

Screening data (PubChem)
